High-throughput results: PubChem, several laboratories
core dimer inh = inhibitors of HCV core protein dimerization, primary screen, biochemical, TR-FRET, high-throughput | TR-FRET GST/Flag-core106 dimerization, 1536-well | inhibition, % at 5 µM | 300,000 tested, 0.33% active;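 active = inhibition above the mean of all tested compounds plus 3 SD, set per screening campaign, cut at about 45% in these data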
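System: GST-tagged and Flag-tagged HCV core protein residues 1-106 / Input: core106 proteins, GST 13.5 nM and Flag 17 nM / Buffer or medium: KF-containing HEPES buffer, pH 7.45, DTT, CHAPS, BSA / Probe or stimulus: Eu-anti-GST and XL665-anti-Flag labelled anti-tag antibodies / Schedule: 4 h, 22.5 °C incubation / Technique: TR-FRET 671 and 617 nm emission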
Fh CTSL1 inh = Fasciola hepatica cathepsin L1 inhibitors, primary screen, counter-screen for PFM18AAP inhibitor project, biochemical, QFRET, fluorogenic peptide substrate. recombinant F. hepatica cathepsin L1, Z-Leu-Arg-MCA fluorescence. inhibition, % at 5.96 µM. 300,000 tested, 0.49% active;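 active = inhibition above the mean of all tested compounds plus 3 SD, set per screening campaign, cut at about 17% in these data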;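 note: 0% = plate median of test compound wells and 100% = 1 µM Z-Phe-Ala-diazomethylketone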
ZTA DNA inh = blocks Epstein-Barr virus ZTA, an EBNA-1 counter-screen. P03206. ZTA-DNA binding, fluorescence polarization. 320,000 tested, 0.15% active. AID 2234. inhibition, % at 11 µM; in the data active = inhibition above about 33%
Target sequence (P03206 whole entry, looked up): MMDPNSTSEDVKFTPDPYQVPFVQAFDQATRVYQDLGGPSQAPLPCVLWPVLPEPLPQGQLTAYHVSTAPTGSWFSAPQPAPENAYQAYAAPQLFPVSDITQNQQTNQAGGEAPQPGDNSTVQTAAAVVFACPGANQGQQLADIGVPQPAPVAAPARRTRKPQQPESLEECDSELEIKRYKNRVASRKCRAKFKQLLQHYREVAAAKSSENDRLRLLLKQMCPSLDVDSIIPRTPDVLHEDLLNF
TPT1 inhibitor = Candida albicans TPT1 enzyme inhibitors, primary screen, biochemical, fluorescence polarization | recombinant caTPT1, FP RNA substrate dephosphorylation | tRNA 2'-phosphotransferase TPT1 (Candida albicans SC5314) | inhibition, % at 5 µM | AID 1962, 2009 | 300,000 tested, 0.81% active;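 active = inhibition above the mean of all tested compounds plus 3 SD, set per screening campaign, cut at about 24% in these data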;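 note: plate controls were DMSO alone for no effect and ferristatin control at 100 nM for full effect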
CR mimetic SO = reduction of superoxide in aged yeast, primary screen, HTS. S. cerevisiae aged cells, superoxide DHE fluorescence; active compounds read low. superoxide response (% of plate mean), % at 10 µM. 330,000 tested, 0.18% active;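 active = superoxide response under a set limit, about three screen SD below normal, cut at about 65% in these data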;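 note: yeast aged for seven days with compound at 30 °C before DHE staining; 100% = average MFI of all compound-treated wells on the plate with controls excluded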
EBNA-1 inh = EBNA-1 DNA-binding inhibitors, primary screen, biochemical, fluorescence polarization; inhibition, % at 14.8 µM; 300,000 tested, 0.34% active; AID 1950, 2009; in the data active = inhibition above about 28%
GASC-1 inh = inhibitors of GASC-1 histone demethylase, primary screen, biochemical, fluorescence, DELFIA europium; GST-JMJD2C(1-420) H3K9me3 demethylation; inhibition, % at 2.35 µM; 330,000 tested, 0.069% active;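 active = more than half of a compound's replicate wells show inhibition beyond 50%, single wells judged on their own value; inconclusive = some, but no more than half, of replicates pass 50% inhibition; inactive = no replicate passes 50% inhibition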;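 note: signal counts dimethyl H3K9 product captured on neutravidin plate; 0% = median of DMSO wells and 100% = 0.3 times that DMSO median; strong numbers were not always called active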
PP1 counter = PP1-alpha phosphatase inhibitors, primary screen, counter-screen for PP5 inhibitor project, biochemical, fluorescence, OMFP substrate, single point; Serine/threonine-protein phosphatase PP1-alpha catalytic subunit (Homo sapiens), P62136; purified PP1alpha; inhibition, % at 6.7 µM; 320,000 tested, 0.9% active; AID 2235, 2010;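 active = inhibition above the mean inhibition of all tested compounds plus 3 SD, computed separately for each screening campaign, cut at about 15% in these data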
Target sequence (P62136 whole entry, looked up): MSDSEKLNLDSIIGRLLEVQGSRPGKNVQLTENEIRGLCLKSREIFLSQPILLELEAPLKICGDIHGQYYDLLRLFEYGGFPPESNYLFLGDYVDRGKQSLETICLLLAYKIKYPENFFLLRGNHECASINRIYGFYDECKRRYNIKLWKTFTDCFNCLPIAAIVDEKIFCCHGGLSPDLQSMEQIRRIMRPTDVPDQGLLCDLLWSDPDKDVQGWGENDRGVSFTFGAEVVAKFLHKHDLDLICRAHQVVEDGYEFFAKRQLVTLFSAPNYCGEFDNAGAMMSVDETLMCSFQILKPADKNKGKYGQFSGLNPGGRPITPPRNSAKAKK
PP5 primary = PP5 phosphatase inhibitors, primary screen, biochemical, fluorescence; Serine/threonine-protein phosphatase 5 (Homo sapiens), P53041; purified PP5c, OMFP substrate fluorescence; inhibition, % at 6.7 µM; 320,000 tested, 0.18% active;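 active = inhibition above the campaign's mean inhibition across all tested compounds plus 3 SD, cut at about 9.5% in these data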;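 note: 0% = DMSO only and 100% = 100 µM cantharidin control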
Target sequence (P53041 whole entry, looked up): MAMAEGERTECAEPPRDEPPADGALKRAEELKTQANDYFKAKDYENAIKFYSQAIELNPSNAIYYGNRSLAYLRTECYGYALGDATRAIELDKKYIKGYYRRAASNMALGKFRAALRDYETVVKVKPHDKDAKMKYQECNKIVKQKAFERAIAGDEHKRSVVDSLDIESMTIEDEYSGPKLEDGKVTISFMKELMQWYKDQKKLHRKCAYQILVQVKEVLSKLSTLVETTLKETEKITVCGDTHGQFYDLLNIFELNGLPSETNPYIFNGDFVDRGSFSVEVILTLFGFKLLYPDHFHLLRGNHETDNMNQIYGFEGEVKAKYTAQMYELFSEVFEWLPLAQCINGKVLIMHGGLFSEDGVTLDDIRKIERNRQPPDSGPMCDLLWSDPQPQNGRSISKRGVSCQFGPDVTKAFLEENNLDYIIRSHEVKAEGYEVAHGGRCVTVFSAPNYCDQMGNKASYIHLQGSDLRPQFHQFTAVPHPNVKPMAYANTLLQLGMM
* hit, by the source's call.

`O=C1NN(c2ccc(Cl)c(Cl)c2)C(=O)/C1=C/c1cccc(OC(=O)c2cccs2)c1` gave core dimer inh -5.7, Fh CTSL1 inh 0.1, ZTA DNA inh 1.6, TPT1 inhibitor -1.2, CR mimetic SO 91.2, EBNA-1 inh 3.8, PP1 counter 27.2* and PP5 primary 2.1.
For COc1ccc(-c2noc(CCC(=O)NCc3cccnc3)n2)cc1OC the results were core dimer inh -0.7, Fh CTSL1 inh 10.4, ZTA DNA inh 5.2, TPT1 inhibitor 3.2, CR mimetic SO 99.7, EBNA-1 inh -3.2, GASC-1 inh 5.5, PP1 counter 0.9 and PP5 primary -0.4.
`CCn1c(SCC(=O)Nc2ccc(OC)cc2)nnc1-c1ccco1` gave core dimer inh 3.9, Fh CTSL1 inh 0.4, ZTA DNA inh 10.4, TPT1 inhibitor -4.4, CR mimetic SO 101.6, EBNA-1 inh 6.3, GASC-1 inh 3.6, PP1 counter -1.3 and PP5 primary -1.2.
COC(=O)C1=C(C(=O)OC)[C@@H]2N(C)c3ccccc3[C@@]23C[C@@H](C(=O)OC)N(C(=O)COCc2ccccc2)C3=N1 was read as core dimer inh 19.9, Fh CTSL1 inh -9.9, ZTA DNA inh -12.8, TPT1 inhibitor -1.7, CR mimetic SO 104.2, EBNA-1 inh 8.2, GASC-1 inh -1.8, PP1 counter 1.2 and PP5 primary 0.8.
Screening COCCNC(=S)N/N=C(\C)c1ccc2cc(OC)ccc2c1 returned core dimer inh 0.8, Fh CTSL1 inh 3.3, ZTA DNA inh 7.9, TPT1 inhibitor -2.1, CR mimetic SO 100.9, EBNA-1 inh -2.0, GASC-1 inh -8.4, PP1 counter -1.2 and PP5 primary 1.7.
Screening COc1ccc(/C=C2/S/C(=N/N=C3\CC4CCC3(C)C4(C)C)NC2=O)cc1 (configuration not stated) returned core dimer inh 18.7, Fh CTSL1 inh 4.4, ZTA DNA inh -5.6, TPT1 inhibitor -2.8, CR mimetic SO 92.6, EBNA-1 inh 10.4, GASC-1 inh 9.1, PP1 counter 3.7 and PP5 primary 0.9.
CC1CCCCC1NCC#CCOc1ccc(Cl)cc1 (configuration not stated) was read as core dimer inh -5.5, Fh CTSL1 inh 5.4, ZTA DNA inh 8.6, TPT1 inhibitor -4.3, CR mimetic SO 79.9, EBNA-1 inh -0.2, GASC-1 inh -22.9, PP1 counter -1.6 and PP5 primary 3.0.
`COC(=O)[C@@H]1C[C@H]2CC[C@H](O)C[C@H]2N1Cc1ccc(N2CCN(C)CC2)cc1` gave core dimer inh -7.0, Fh CTSL1 inh -1.5, ZTA DNA inh 1.7, TPT1 inhibitor -1.6, CR mimetic SO 97.9, EBNA-1 inh 3.3, GASC-1 inh 1.5, PP1 counter -1.4 and PP5 primary 0.5.
For COC(=O)C(C(=O)Nc1cc(C)on1)C1CCCCCC1 (configuration not stated) the results were core dimer inh 8.1, Fh CTSL1 inh -1.7, ZTA DNA inh -1.7, TPT1 inhibitor -1.4, CR mimetic SO 99.6, EBNA-1 inh -6.9, GASC-1 inh 10.1, PP1 counter -1.8 and PP5 primary 3.9.
Screening Cc1cccc(C(=O)N2CCCC(N3CCN(c4ccccc4F)CC3)C2)n1 (configuration not stated) returned core dimer inh -1.2, Fh CTSL1 inh -2.1, ZTA DNA inh -1.9, TPT1 inhibitor 1.6, CR mimetic SO 115.8, EBNA-1 inh -10.4, GASC-1 inh -1.1, PP1 counter -1.1 and PP5 primary 2.1.
Screening CNC(=O)c1[nH]cnc1C(=O)N[C@@H](Cc1ccccc1)C(=O)OC(C)(C)C returned core dimer inh -14.8, Fh CTSL1 inh 10.0, ZTA DNA inh 6.2, TPT1 inhibitor -4.6, CR mimetic SO 100.7, EBNA-1 inh 3.2, GASC-1 inh 12.7, PP1 counter -9.3 and PP5 primary -7.7.
Screening COc1ccc(CN2CCC(n3nccc3NC(=O)C3CC3)CC2)c(Cl)c1OC returned core dimer inh -16.7, Fh CTSL1 inh -0.2, ZTA DNA inh 9.2, TPT1 inhibitor -0.8, CR mimetic SO 93.6, EBNA-1 inh 4.2, GASC-1 inh -2.3, PP1 counter 0.9 and PP5 primary 1.8.
O=C(COC(=O)C12CC3CC(CC(C3)C1)C2)NCCCc1ccccc1 was read as core dimer inh 7.5, Fh CTSL1 inh -1.6, ZTA DNA inh -14.3, TPT1 inhibitor -2.8, CR mimetic SO 105.3, EBNA-1 inh -6.0, GASC-1 inh 6.3, PP1 counter 1.0 and PP5 primary 1.3.
`O=C(CN(Cc1ccc(Cl)cc1)C(=O)c1csnn1)NCc1ccc(F)cc1` gave core dimer inh -15.2, Fh CTSL1 inh 2.0, ZTA DNA inh -1.0, TPT1 inhibitor -1.5, CR mimetic SO 90.8, EBNA-1 inh 13.2, GASC-1 inh -6.4, PP1 counter 6.2 and PP5 primary 2.1.
Screening Cc1cc(NC(=O)CSc2nc3ccsc3c(=O)n2NC(=O)c2ccccc2)no1 returned core dimer inh -1.9, Fh CTSL1 inh 0.3, ZTA DNA inh 4.4, TPT1 inhibitor -5.3, CR mimetic SO 76.3, EBNA-1 inh 14.0, PP1 counter -0.4 and PP5 primary 0.1.
For CC(C)=CCc1c(O)cc2c(=O)c3ccc(O)cc3oc2c1O the results were core dimer inh 1.7, Fh CTSL1 inh 0.3, ZTA DNA inh 15.2, TPT1 inhibitor -1.6, CR mimetic SO 107.1, EBNA-1 inh 6.3, GASC-1 inh 9.4, PP1 counter 7.1 and PP5 primary 3.2.
For Cc1cc(C)cc(C(=O)N2CC(C)SC2=Nc2cccc(S(=O)(=O)N(C)C)c2)c1 (configuration not stated) the results were core dimer inh 4.3, Fh CTSL1 inh 0.1, ZTA DNA inh -9.8, TPT1 inhibitor -4.6, CR mimetic SO 108.9, EBNA-1 inh 9.8, GASC-1 inh 18.0, PP1 counter -0.2 and PP5 primary 2.1.
O=C(NCCS(=O)(=O)NCc1ccc(Cl)cc1)c1ccccc1 was read as core dimer inh 6.0, Fh CTSL1 inh 0.2, ZTA DNA inh 3.2, TPT1 inhibitor -2.6, CR mimetic SO 89.6, EBNA-1 inh -13.8, GASC-1 inh inconclusive, PP1 counter -6.4 and PP5 primary 0.0.
For COc1ccc(C(=O)CSC#N)cc1OC the results were core dimer inh -16.2, Fh CTSL1 inh 4.4, ZTA DNA inh 3.3, TPT1 inhibitor -5.1, CR mimetic SO 88.6, EBNA-1 inh 3.9, GASC-1 inh -0.2, PP1 counter -1.1 and PP5 primary -0.4.
For Cn1nc(-c2ccccn2)nc2c(=O)n(C)c(=O)nc1-2 the results were core dimer inh 30.9, Fh CTSL1 inh 113.7*, ZTA DNA inh 72.5*, TPT1 inhibitor -4.7, CR mimetic SO 113.8, EBNA-1 inh 7.3, GASC-1 inh 53.9*, PP1 counter 40.8* and PP5 primary 16.5*.

Brought forward from above: 2 entries, then new ones.
For COc1ccc(C(=O)CSC#N)cc1OC the results were core dimer inh -16.2, Fh CTSL1 inh 4.4, ZTA DNA inh 3.3, TPT1 inhibitor -5.1, CR mimetic SO 88.6, EBNA-1 inh 3.9, GASC-1 inh -0.2, PP1 counter -1.1 and PP5 primary -0.4.
For Cn1nc(-c2ccccn2)nc2c(=O)n(C)c(=O)nc1-2 the results were core dimer inh 30.9, Fh CTSL1 inh 113.7*, ZTA DNA inh 72.5*, TPT1 inhibitor -4.7, CR mimetic SO 113.8, EBNA-1 inh 7.3, GASC-1 inh 53.9*, PP1 counter 40.8* and PP5 primary 16.5*.
For Cc1[nH]c(=O)c(C#N)c(C)c1Cl the results were core dimer inh 0.5, Fh CTSL1 inh -0.4, ZTA DNA inh -1.8, TPT1 inhibitor -1.4, CR mimetic SO 112.2, EBNA-1 inh -4.0, GASC-1 inh 5.4, PP1 counter 3.7 and PP5 primary 2.9.
For O=C(CS(=O)CC(=O)Nc1cccnc1)Nc1ccc(F)cc1 (configuration not stated) the results were core dimer inh -0.5, Fh CTSL1 inh 2.8, ZTA DNA inh 7.8, TPT1 inhibitor -3.0, CR mimetic SO 100.4, EBNA-1 inh -4.5, GASC-1 inh 7.3, PP1 counter 0.0 and PP5 primary -1.6.
`CCN(CC)CCNC(=O)c1cn(CC)c2ccc(S(=O)(=O)N3CCc4ccccc4C3)cc2c1=O` gave core dimer inh 1.9, Fh CTSL1 inh -1.2, ZTA DNA inh -5.3, TPT1 inhibitor -2.3, CR mimetic SO 99.1, EBNA-1 inh 0.6, GASC-1 inh 0.3, PP1 counter 5.2 and PP5 primary 2.2.
`COc1ccccc1NS(=O)(=O)c1cc(C(=O)NCC(c2ccco2)N2CCCCC2)ccc1C` (configuration not stated) gave core dimer inh -1.2, Fh CTSL1 inh -1.3, ZTA DNA inh -4.6, TPT1 inhibitor -1.9, CR mimetic SO 99.1, EBNA-1 inh -3.8, GASC-1 inh 11.9, PP1 counter -3.0 and PP5 primary -0.9.
O=C(c1nc2ccc(Cl)cn2c1CN1CCCC1)N1CCc2ccccc2C1 was read as core dimer inh 25.5, Fh CTSL1 inh -3.0, ZTA DNA inh 5.4, TPT1 inhibitor -5.8, CR mimetic SO 100.6, EBNA-1 inh 5.3, GASC-1 inh 8.5, PP1 counter 7.6 and PP5 primary 2.7.
Screening COc1ccccc1C/C(N)=N/OC(=O)COc1ccc2ccccc2c1 returned core dimer inh 1.7, Fh CTSL1 inh -19.8, ZTA DNA inh -22.7, TPT1 inhibitor -4.0, CR mimetic SO 81.4, EBNA-1 inh -0.5, GASC-1 inh -6.1, PP1 counter -1.9 and PP5 primary 4.7.
`Cc1ccc(S(=O)(=O)Nc2c(C)nn(C)c2C)cc1C` gave core dimer inh -1.2, Fh CTSL1 inh -0.9, ZTA DNA inh -9.3, TPT1 inhibitor -3.4, CR mimetic SO 86.5, EBNA-1 inh -7.7, GASC-1 inh 4.3, PP1 counter -2.3 and PP5 primary 0.7.
O=C(COc1ccc(Cl)cc1)N1CCCCC1 was read as core dimer inh 3.6, Fh CTSL1 inh 2.4, ZTA DNA inh 4.1, TPT1 inhibitor -1.5, CR mimetic SO 95.7, EBNA-1 inh -5.2, GASC-1 inh -3.4, PP1 counter -3.9 and PP5 primary -0.5.
`COCCn1c(SCC(=O)NCc2ccc(F)cc2)nc2ccccc21` gave core dimer inh 7.5, Fh CTSL1 inh -2.7, ZTA DNA inh -6.0, TPT1 inhibitor -1.4, CR mimetic SO 96.5, EBNA-1 inh -7.3, GASC-1 inh -18.1, PP1 counter -0.1 and PP5 primary 0.1.
Screening O=C(Nc1cccc2c1CCCC2)c1cc([N+](=O)[O-])ccc1Cl returned core dimer inh 3.4, Fh CTSL1 inh 4.8, ZTA DNA inh 5.3, TPT1 inhibitor -0.9, CR mimetic SO 91.2, EBNA-1 inh 6.4, GASC-1 inh 1.8, PP1 counter -3.4 and PP5 primary -0.1.
Screening Cc1cccc(Cn2c(N(C)Cc3ccccc3)nc3c2c(=O)[nH]c(=O)n3C)c1 returned core dimer inh 15.8, Fh CTSL1 inh 2.1, ZTA DNA inh 12.1, TPT1 inhibitor -5.2, CR mimetic SO 95.0, EBNA-1 inh 9.2, GASC-1 inh -2.7, PP1 counter 5.9 and PP5 primary 0.3.
`CN1/C(=C\C(=O)Nc2cccnc2)c2ccccc2CC1(C)C` gave core dimer inh -0.4, Fh CTSL1 inh -1.0, ZTA DNA inh -4.6, TPT1 inhibitor -3.4, CR mimetic SO 113.6, EBNA-1 inh 6.0, GASC-1 inh 0.0, PP1 counter -2.9 and PP5 primary -0.9.
